High-throughput results as filed in PubChem BioAssay.
SENP7 inh: inhibitors of human SENP7 protease; Q9BQF6; recombinant SENP7, Z-RLRGG-aminoluciferin luminescence, 40 min; inhibition, % at 5 µM; 330,000 tested, 1.5% active;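 active means inhibition above about 50% at the single test dose, limit read from the data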;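 further: plate controls were DMSO with enzyme for no effect and no enzyme buffer wells for full effect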
Target sequence (Q9BQF6 706-1050 limits assumed): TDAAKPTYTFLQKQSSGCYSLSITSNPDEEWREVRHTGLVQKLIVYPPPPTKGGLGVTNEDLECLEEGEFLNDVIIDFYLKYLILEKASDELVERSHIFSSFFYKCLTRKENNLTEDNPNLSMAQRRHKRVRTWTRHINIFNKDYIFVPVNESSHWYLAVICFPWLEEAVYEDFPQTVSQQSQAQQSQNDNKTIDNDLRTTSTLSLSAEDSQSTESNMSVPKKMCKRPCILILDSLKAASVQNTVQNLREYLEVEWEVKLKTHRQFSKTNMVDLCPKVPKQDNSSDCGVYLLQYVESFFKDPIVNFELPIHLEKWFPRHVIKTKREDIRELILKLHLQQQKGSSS
SENP6 block: blocks the human protease SENP6. inhibition, % at 10 µM. Q9GZR1. 330,000 tested, 1.8% active. Recombinant SENP6 catalytic domain, aminoluciferin luminescence;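 active means inhibition above about 50% at the single tested dose, limit read from the data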;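 further: plate controls were DMSO wells with enzyme for no effect and DMSO wells lacking enzyme for full effect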
Target sequence (Q9GZR1 628-1112 limits assumed): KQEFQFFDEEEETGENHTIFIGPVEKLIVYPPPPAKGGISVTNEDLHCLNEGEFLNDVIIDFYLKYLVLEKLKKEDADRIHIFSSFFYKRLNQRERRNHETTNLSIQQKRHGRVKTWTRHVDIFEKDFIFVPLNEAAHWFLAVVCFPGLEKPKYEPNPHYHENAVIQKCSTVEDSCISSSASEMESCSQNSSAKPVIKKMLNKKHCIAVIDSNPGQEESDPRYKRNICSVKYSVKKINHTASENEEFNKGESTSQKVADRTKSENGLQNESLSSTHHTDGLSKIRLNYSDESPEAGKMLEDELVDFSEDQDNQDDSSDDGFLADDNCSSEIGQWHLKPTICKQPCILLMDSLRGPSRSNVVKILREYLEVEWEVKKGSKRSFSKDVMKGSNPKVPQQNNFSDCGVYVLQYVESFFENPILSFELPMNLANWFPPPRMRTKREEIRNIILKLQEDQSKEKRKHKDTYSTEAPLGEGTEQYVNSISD
Apaf-1 inh: blocks human Apaf-1 apoptosome activity. reconstituted apoptosome caspase-3 activity, DEVD-Rh110 fluorescence. inhibition, % at 20 µM. 330,000 tested, 0.71% active; active means inhibition of at least 40% at 20 µM;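 further: plate controls were DMSO wells for no effect and DEVD-CHO caspase inhibitor wells for full effect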
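Medium: Hepes buffer, pH 7.5 / System: biochemical Apaf-1 apoptosome reconstitution / Measured by: Rh110 fluorescence, excitation 480 nm, emission 540 nm / Times: compound with Apaf-1, dATP, procaspase-3 30 min, then 50 min reaction, room temperature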
PfGluPho inh: PfG6PD (Plasmodium falciparum) enzyme inhibition | PfGluPho enzyme, NADPH resazurin-diaphorase fluorescence | inhibition, % at 20 µM | 350,000 tested, 0.78% active;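 active means inhibition reaching at least a set limit at 20 µM in the primary screen, cut at about 59% in these data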;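 further: 0% = DMSO wells with substrate and 100% = DMSO wells lacking glucose-6-phosphate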
SENP8 block-1: SENP8 protease inhibition | purified SENP8, Z-RLRGG-aminoluciferin cleavage, luminescence | AID 2540 | 330,000 tested, 1.2% active | Q96LD8 | inhibition, % at 10 µM; in the data active means inhibition above about 50%
HKDC1 inhibitor: blocks human hexokinase HKDC1 activity. Q2TB90. recombinant HKDC1, G6PDH/diaphorase resazurin coupled fluorescence. inhibition, % at 20 µM. 340,000 tested, 0.16% active. AID 493160;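 active means inhibition above about 35% when tested at 20 µM, limit read from the data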;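 further: plate controls were DMSO wells with enzyme for no effect and DMSO wells lacking enzyme for full effect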
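Test system: recombinant HKDC1 (HK5) hexokinase enzyme, produced in-house / Doses: 20 µM test compound, 1% DMSO / Timing: 90 min, room temperature / Detection: G6PDH/diaphorase-coupled fluorescence, 1 mM NADP, 100 µM resazurin, 525/613 nm / Control set: DMSO wells with and without enzyme mix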
SENP1 FRET inh: SENP1 (human) catalytic domain inhibition; Q9P0U3; AID 624204; inhibition, % at 10 µM; 360,000 tested, 0.21% active; recombinant SENP1 catalytic domain, CyPet-SUMO1-YPet FRET cleavage;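 active means inhibition at least 30% at 10 µM, raw YFP signal under a set limit, fluorescence ratio 0.5 to 1.5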;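 further: 0% = enzyme with DMSO and 100% = no enzyme wells; some results filed as inactive read as strong as hits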
Target sequence (Q9P0U3 419-644 limits assumed): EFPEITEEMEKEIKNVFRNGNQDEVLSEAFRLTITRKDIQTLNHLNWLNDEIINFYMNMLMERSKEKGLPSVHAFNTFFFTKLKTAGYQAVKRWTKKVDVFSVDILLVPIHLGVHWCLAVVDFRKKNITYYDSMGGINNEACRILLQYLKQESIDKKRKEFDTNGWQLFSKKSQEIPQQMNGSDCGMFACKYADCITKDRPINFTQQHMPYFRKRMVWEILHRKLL
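Material – human SENP1 catalytic domain · Input – SENP1 enzyme, 20 pM final · Compound dosing – single concentration of 10 µM compound, 0.5% DMSO final · Timing – enzyme reaction for 50 min at room temperature, dark · Measured by – FRET fluorescence in CFP and YFP emission channels · Control set – no-enzyme wells low, DMSO-plus-enzyme wells high control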
SENP8 block-2: SENP8 (human) protease inhibition | recombinant SENP8, Nedd8 substrate fluorescence | 360,000 tested, 0.64% active | inhibition, % at 20 µM | AID 602440 | Q96LD8; in the data active means inhibition mostly above about 40%, no sharp cut-off; inactive means mostly below about 27%
Numbers without * were called inactive; . = no result given. This is a random part of the collection (roughly 3.6% active in at least one column).

SMILES	SENP7 inh	SENP6 block	Apaf-1 inh	PfGluPho inh	SENP8 block-1	HKDC1 inhibitor	SENP1 FRET inh	SENP8 block-2
Cc1cc(C)c(O)c(-c2cc(C(=O)NCCc3ccc(S(N)(=O)=O)cc3)[nH]n2)c1	5	-7	2	-7	-10	-1	-1	30
COCCN(C(=O)c1cc(S(=O)(=O)N2CCCCC2)ccc1Cl)c1c(N)n(CC(C)C)c(=O)[nH]c1=O	-15	-6	-2	-14	-18	0	-1	-1
NC(=S)Cc1nc(-c2ccccc2)cs1	-3	20	6	-4	-3	6	-5	4
O=C(Nc1ccc(Oc2ccc(Br)cc2)cc1)C1=CC=CN2CCS(=O)(=O)N=C12	13	-3	4	3	1	-2	1	3
O=C(O)CSc1nc2c(cnn2-c2ccccc2)c(=O)n1-c1ccc(Br)cc1	3	56*	5	2	41	-10	0	19
COc1ccc(CCNS(=O)(=O)c2ccc(-n3cnnn3)cc2)cc1OC	4	-24	-4	-14	0	-4	2	15
C=CCn1c(SCC(=O)Nc2ccc(NC(=O)c3ccco3)c(OC)c2)nnc1-c1ccncc1	13	74*	10	10	-4	1	-1	1
CCC(=O)N1c2ccc(S(=O)(=O)CCC(=O)NCc3cccs3)cc2CC1C (stereo not drawn)	-5	-11	-1	-2	-7	-4	0	13
c1ccc(-c2ccccc2OCCOCCN2CCOCC2)cc1	10	-13	-9	11	-2	-1	1	12
COc1cc(C2NC(=O)NC(c3ccccc3)=C2C(C)=O)cc([N+](=O)[O-])c1O (stereo not drawn)	1	-8	0	22	5	-8	-1	16

5 entries drawn at random from those above:
SMILES	SENP7 inh	SENP6 block	Apaf-1 inh	PfGluPho inh	SENP8 block-1	HKDC1 inhibitor	SENP1 FRET inh	SENP8 block-2
Cc1cc(C)c(O)c(-c2cc(C(=O)NCCc3ccc(S(N)(=O)=O)cc3)[nH]n2)c1	5	-7	2	-7	-10	-1	-1	30
O=C(Nc1ccc(Oc2ccc(Br)cc2)cc1)C1=CC=CN2CCS(=O)(=O)N=C12	13	-3	4	3	1	-2	1	3
COCCN(C(=O)c1cc(S(=O)(=O)N2CCCCC2)ccc1Cl)c1c(N)n(CC(C)C)c(=O)[nH]c1=O	-15	-6	-2	-14	-18	0	-1	-1
CCC(=O)N1c2ccc(S(=O)(=O)CCC(=O)NCc3cccs3)cc2CC1C (stereo not drawn)	-5	-11	-1	-2	-7	-4	0	13
COc1ccc(CCNS(=O)(=O)c2ccc(-n3cnnn3)cc2)cc1OC	4	-24	-4	-14	0	-4	2	15

Further entries
SMILES	SENP7 inh	SENP6 block	Apaf-1 inh	PfGluPho inh	SENP8 block-1	HKDC1 inhibitor	SENP1 FRET inh	SENP8 block-2
O=C(CCC(=O)N1CCCCCC1)Nc1ccc([N+](=O)[O-])cc1	-2	-12	1	0	-9	5	3	0
O=C(c1ccc([N+](=O)[O-])cc1)N1CCc2ccccc2C1	-9	-3	0	-9	-10	12	0	11
COc1ccc(NS(=O)(=O)c2ccc(N3CCOCC3)c(NC(=O)c3ccco3)c2)cc1	1	11	4	-14	-1	-1	-1	3
Cc1cc(S(=O)(=O)N2CCOCC2)ccc1OCC(=O)NCCCn1ccnc1	3	-8	-1	-3	-4	-6	2	1
CC1(C)C(C=C(Cl)Cl)C1C(=O)N/N=C/c1ccccc1F (stereo not drawn)	-17	-3	23	6	-10	2	1	2
Cc1ccccc1S(=O)(=O)N1[C@@H](c2ccc(F)cc2)C(C(=O)O)=CC[C@H]1c1ccc(Cl)cc1	3	-4	18	-33	9	4	0	6
CCOc1cc(CNC(=O)CCCn2c(=O)c3cccn3c3cccnc32)cc(OCC)c1OCC	7	-4	3	9	4	-4	-3	-62
O=C(Nc1ccc(N2CCOCC2)c2nonc12)C1CCCC1	24	49	21	23	24	5	5	35
CN(C(=O)c1ccccn1)c1nnc(-c2cccnc2)s1	9	-18	6	-3	-4	-3	1	4
COc1ccc(C(CNC(=O)c2ccccc2SC)N(C)C)cc1 (stereo not drawn)	1	1	-14	6	2	-5	-1	12
CC(C)c1ccc(N2C(=O)CC(Sc3nc4ccccc4o3)C2=O)cc1 (stereo not drawn)	3	-1	21	31	-5	3	-1	25
Cc1ccc(S(=O)(=O)N2CCC(C(=O)OCC(=O)N3CC(=O)Nc4ccccc43)CC2)cc1	-1	-9	8	-4	-5	8	-2	17
O=C(NCC(=O)N1CCCCCCC1)c1ccco1	5	-7	-16	7	5	-6	1	14
Cc1ccc(Sc2ncccc2C(=O)NCC(c2ccc(F)cc2)N2CCOCC2)c(C)c1 (stereo not drawn)	-12	-12	15	-9	-3	-5	4	9
Cc1ccc(-n2ncc3c(NNC(=O)c4ccco4)ncnc32)cc1C	10	-14	2	12	-6	1	-11	-36
CCCCCCCC(=O)N/N=C/c1ccncc1	5	17	-9	2	1	-6	0	12
CC1(C)Oc2ccc3ccc(=O)oc3c2/C(=C/Nc2ccc(O)cc2)C1=O	-6	0	14	2	-8	-10	-67	-3
Cc1ccc(C)c(S(=O)(=O)N2CCCOC2CNC(=O)C(=O)NCc2ccccc2)c1 (stereo not drawn)	-4	1	3	0	7	3	2	9
CC(=O)c1c(C)[nH]c(C(=O)CN(C)CC(=O)Nc2ccccc2Cl)c1C	0	-11	-1	8	2	-8	-2	-11
Cc1nc2ccccc2c(=O)n1NC(=O)CCC(=O)O	2	4	6	5	1	7	-1	-10
COc1cc(C(C#N)N2CCC(c3ccccc3)=N2)ccc1O (stereo not drawn)	2	-6	-8	8	-3	2	-116	-19
O=c1[nH]cnc(O)c1C(c1cccc([N+](=O)[O-])c1)c1c(O)nc[nH]c1=O	5	7	-7	-3	0	-3	2	6
CCCCCc1c(O)nc(SCCN(CC)CC)[nH]c1=O	2	16	-5	-16	4	-7	2	16
O=C(O)CCc1ccc(S(=O)(=O)Nc2cc(C(F)(F)F)ccc2N2CCCC2)cc1	-7	-7	-4	4	8	-1	1	16
CCOC(=O)C(NC(=O)NC1CCCCC1)(c1ccccc1)C(F)(F)F (stereo not drawn)	0	6	-17	-14	-2	0	0	13
CCC1(c2ccccc2)NC(=O)N(CC(=O)N(c2ccccc2)C2CCS(=O)(=O)C2)C1=O (stereo not drawn)	1	-5	0	12	-4	-6	-1	-4
CCCCCc1nnc(NC(=O)C(=O)OCC)s1	0	-2	0	-5	-9	10	0	2
CN1CCC(NC(=O)CCc2ccccc2)CC1	8	17	7	15	-2	-8	-4	18
CCOCc1nnc(NC(=O)CSc2ccc(C)cc2)s1	-2	-14	7	-8	-2	1	-3	-5
O=C(CN1CCCCC1)Nc1cccc(-n2cnnn2)c1	0	4	11	-3	5	-2	3	22
Cc1ccc(S(=O)(=O)C2CS(=O)(=O)CC2O)cc1 (stereo not drawn)	-14	-19	-13	6	-12	4	3	8
Cc1nn(C)c(C)c1CCC(=O)N1CCCC(N2CCN(c3ccc(F)cc3)CC2)C1 (stereo not drawn)	-5	-24	-1	11	-6	-4	4	6
Cc1cccc(C)c1NC(=O)Cn1c(=O)c(N2CCCCC2)c(N)n(C)c1=O	-4	-11	-1	-3	-15	-5	-24	8
COc1ccc(-c2cc([C@H]3[C@@H]4C=CCC[C@@]4(C)C(=O)N3Cc3ccccc3)ccc2F)cc1	-12	-19	26	-3	4	1	-52	15
O=C(/C=C/c1ccccc1)Oc1coc(CSc2ncccn2)cc1=O	8	-16	-3	13	-4	2	3	15
CC(=O)c1cccc(S(=O)(=O)N2CCC(C(=O)O)CC2)c1	-1	-13	-17	-23	6	-4	0	8
Nc1nc(-c2cccc(F)c2)cs1	4	-14	2	47	4	-29	1	10
COc1cccc(CNc2ccc(S(N)(=O)=O)cc2)c1OC	-1	-48	-6	-1	3	7	0	18
COc1ccc(C=Nc2ccc3[nH]ncc3c2)c(O)c1	18	62*	31	22	-7	10	-12	-179
O=C(Nc1ccon1)c1ccc(Cl)s1	0	-2	-14	-11	0	-7	0	9
CN(C)Cc1nc2c(c(=O)[nH]1)C(C)(C)Cc1ccccc1-2	-8	-31	7	-7	-7	1	-1	29
O=C1CC(c2cccs2)c2ccc3ccccc3c2N1 (stereo not drawn)	1	0	-4	9	1	3	-2	6
CNC(=O)c1cc2cc(Cc3ccccc3Cl)ccc2oc1=O	0	-2	4	-8	5	-5	-14	-229
O=C(CN(Cc1ccc(Cl)cc1)C(=O)CNS(=O)(=O)c1ccc(F)cc1)NCC1CCCO1 (stereo not drawn)	-8	-14	9	10	-1	-2	2	16
CCOc1ccccc1NC(=O)CN(c1nccs1)S(=O)(=O)c1ccc(N)cc1	1	2	-3	6	2	-5	1	18
Cc1ccc([N+](=O)[O-])c(NC(=O)COC(=O)C2CC3CCCC(C2)C3=O)c1C (stereo not drawn)	-1	-4	4	-9	-2	-2	5	1
CC(OC(=O)c1nn(C)c(=O)c2ccccc12)C(=O)Nc1ccc(S(N)(=O)=O)cc1 (stereo not drawn)	-8	-6	-2	9	2	-1	3	3
COC(=O)c1c(NC(=O)CN2C(=O)NC3(CCC(C(C)(C)C)CC3)C2=O)sc2c1CCCCC2 (stereo not drawn)	-2	-1	19	1	-1	-2	-4	-14
Cc1ccc(-n2nc3c(c2NC(=O)c2ccc4c(c2)OCO4)CSC3)cc1	1	-1	-2	-6	0	1	1	-44
O=C(CSc1nnc(SCc2ccc(F)cc2)s1)Nc1ccc(C(=O)O)cc1	-9	-5	-5	-16	5	-1	2	14
The listing continues:
SMILES	SENP7 inh	SENP6 block	Apaf-1 inh	PfGluPho inh	SENP8 block-1	HKDC1 inhibitor	SENP1 FRET inh	SENP8 block-2
N=c1sccn1CC(=O)Nc1ccccc1Cc1ccccc1	-8	-7	14	-10	-9	12	1	-4
Cc1cc(C)c2c(=O)[nH]c(SCc3ccccc3)nc2n1	-6	-11	11	5	-4	-2	1	-22
O=C(c1ccc(-c2ccccc2Cl)o1)N1CCN(S(=O)(=O)c2cccs2)CC1	-2	-3	20	-4	-14	0	1	1
CCS(=O)(=O)N1Cc2ccccc2CC1C(=O)NCCc1c[nH]c2ccccc12 (stereo not drawn)	-3	0	6	-3	-8	-2	-1	4
Cc1ccccc1OCc1nc(-c2ccc(NC(=O)c3ccco3)cc2)no1	16	1	-10	3	3	0	-2	3
CS(=O)(=O)N(Cc1nnc(-c2cccs2)o1)c1ccc(Cl)cc1F	-5	-2	6	9	-7	-3	-1	-20
CC1(c2ccc(OC(F)F)cc2)NC(=O)N(CC(=O)c2ccc3c(c2)OCO3)C1=O (stereo not drawn)	4	-2	4	1	-7	-8	2	3
Cc1ccc(C(=O)/C=C/Nc2cccc(O)c2)cc1	50	93*	1	20	88*	17	-35	-68
Cc1ccsc1C(=O)OCC(=O)Nc1nnc(-c2ccccc2)o1	-10	-7	7	-13	-5	0	2	-15
COC(=O)C(Cc1ccccc1)NC(=O)CNC(=O)c1ccc(Br)cc1 (stereo not drawn)	-11	-6	10	-5	-5	-7	-1	-2
CCOC(=O)C1=C(C)N(CCCC(=O)O)C(=O)NC1c1ccc([N+](=O)[O-])cc1 (stereo not drawn)	1	-7	-3	1	-3	-3	0	23
O=C(c1ccco1)N1CCN(c2ccccc2F)CC1	4	7	9	-18	-1	-13	0	31
COc1ccc2c(c1OC)OCC2C (stereo not drawn)	.	.	.	2	.	-5	1	-57
CN1C(=O)C(O)(CC(=O)/C=C/C=C/c2ccccc2)c2ccccc21 (stereo not drawn)	-13	-4	-9	-11	-6	7	3	19
CN1CCCN(C(=O)CNC(=O)c2ccccc2Br)CC1	-12	-15	11	-7	-6	3	-1	-6
CC(=O)N/C(=C/c1ccc(OS(=O)(=O)c2ccc(C)cc2)cc1)C(=O)Nc1ccc(C(=O)O)cc1	2	-7	-11	7	6	-5	5	16
